Assay outcomes as filed in PubChem BioAssay.
E coli Lon inh: inhibitors of E. coli Lon protease, primary screen, biochemical, fluorescence polarization; purified E. coli Lon protease; inhibition, % at 7.94 µM; 360,000 compounds, 0.42% hits; in the data active means inhibition above about 13%, passing the limit was not always enough;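 further: 0% = enzyme with probe and DMSO and 100% = no enzyme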
bovine MsrA act: bovine MsrA enzyme activators, primary screen, biochemical, absorbance, HTS. purified bovine MsrA, absorbance read-out. activation, % at 10.6 µM. 360,000 compounds, 0.3% hits; in the data active means activation above about 7.5%;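 further: 0% = vehicle and 100% = reference activator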
MLLE-PAM2 inh: inhibitors of PABP1 MLLE–PAM2 peptide binding, primary screen, biochemical, fluorescence polarization, FITC-PAM2, GST-MLLE. Polyadenylate-binding protein 1 (Homo sapiens), P11940. inhibition, % at 20 µM. 360,000 compounds, 0.36% hits. AID 588489, 2011; in the data active means inhibition above about 35%, passing the limit was not always enough;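 further: plate controls were DMSO wells with GST-MLLE for no effect and wells lacking GST-MLLE protein for full effect; some results filed as inactive read as strong as hits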
CSN deneddyl inh: inhibitors of CSN-mediated cullin deneddylation, primary screen, biochemical, fluorescence polarization, uHTS; COP9 signalosome complex subunit 5 (Homo sapiens), Q92905; Purified CSN, SCF-Nedd8-OG deneddylation; inhibition, % at 12.5 µM; 360,000 compounds, 0.38% hits; AID 651999, 2013;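 active means pattern-corrected inhibition above about 35%, with an unprinted fluorescence ratio check between 0.5 and 1.5, limit read from the data, passing the limit was not always enough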;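 further: 0% = enzyme with substrate and 100% = substrate without enzyme; some results filed as inactive read as strong as hits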
Target sequence (Q92905 whole entry, looked up, one chain of several): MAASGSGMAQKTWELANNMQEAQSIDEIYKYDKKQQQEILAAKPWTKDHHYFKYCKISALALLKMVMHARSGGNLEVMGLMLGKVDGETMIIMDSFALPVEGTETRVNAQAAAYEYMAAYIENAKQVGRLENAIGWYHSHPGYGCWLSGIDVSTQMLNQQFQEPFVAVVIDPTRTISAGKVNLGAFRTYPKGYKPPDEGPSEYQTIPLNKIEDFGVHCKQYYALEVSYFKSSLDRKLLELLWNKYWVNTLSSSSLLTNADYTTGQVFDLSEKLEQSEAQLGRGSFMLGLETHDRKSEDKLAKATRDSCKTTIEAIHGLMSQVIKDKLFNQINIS
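Test system: Human Csn5 produced in HEK293T cells | Compound: 12.5 µM single point | Times: 90 min, room temperature | Signal: Fluorescence polarization readout | Read-out basis: % inhibition of substrate cleavage by Csn5 | Controls: no-enzyme wells high, enzyme-with-substrate wells low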
MsrA inhibitor: bovine MsrA enzyme inhibitors, primary screen, biochemical, absorbance, HTS | purified bovine MsrA, absorbance read-out | inhibition, % at 15.5 µM | 360,000 compounds, 0.75% hits; in the data active means inhibition above about 4.5%;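 further: 0% = vehicle wells with enzyme and 100% = reference inhibitor wells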
Rin1-Abl PPI inh: inhibitors of Rin1-Abl protein binding, primary screen, biochemical, TR-FRET; 360,000 compounds, 0.4% hits; inhibition, % at 7.35 µM; AID 588664, 2011; Tyrosine-protein kinase ABL1 (Homo sapiens) + Ras and Rab interactor 1 (Homo sapiens), …; in the data active means inhibition above about 5%, passing the limit was not always enough
FAS-TE inh: FAS thioesterase domain inhibitors, primary screen, biochemical, fluorescence intensity, uHTS; recombinant FAS-TE, OMFH fluorogenic substrate, fluorescence endpoint; inhibition, % at 15 µM; 360,000 compounds, 0.67% hits;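 active means compounds whose normalised, plate-corrected inhibition of enzyme fluorescence in the single-dose primary screen is 50% or more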;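 further: 0% = DMSO with enzyme and 100% = substrate without enzyme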
MT1-MMP act inh: blockers of MT1-MMP proenzyme processing, primary screen, HT1080 RFP-PRO-GFP cells, GFP/RFP fluorescence; Matrix metalloproteinase-14 (Homo sapiens), P50281; GFP/RFP ratio fluorescence, overnight; percent of plate control window, DMSO zero; 360,000 compounds, 0.061% hits; GFP/RFP ratio change, % at 20 µM;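 active means GFP/RFP ratio change of at least 30% with cell ATP level not reduced by more than half and red fluorescence within 50% of control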; further: strong numbers were not always called active
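system = RFP-PRO-GFP reporter HT1080 cells | dosing = 20 µM single dose, 1% DMSO | timing = overnight cell settling, then overnight compound exposure, 37 °C, 5% CO2 | read-out basis = GFP/RFP fluorescence ratio | controls = DMSO and RFP-L50D-GFP cell wells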
Rpn11 inh: Rpn11 (PSMD14) deubiquitinase inhibitors, primary screen, biochemical, fluorescence polarization, uHTS; human 26S proteasome, Ub4-pepOG fluorescence polarization; 20S core pre-blocked with epoxomicin; calls only at 20 µM; 360,000 compounds, 0.59% hits; AID 588493, 2011;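 active means inhibition at 20 µM, scaled to each plate's controls, above about 33%, limit read from the data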
Target sequence (O00487 whole entry, looked up): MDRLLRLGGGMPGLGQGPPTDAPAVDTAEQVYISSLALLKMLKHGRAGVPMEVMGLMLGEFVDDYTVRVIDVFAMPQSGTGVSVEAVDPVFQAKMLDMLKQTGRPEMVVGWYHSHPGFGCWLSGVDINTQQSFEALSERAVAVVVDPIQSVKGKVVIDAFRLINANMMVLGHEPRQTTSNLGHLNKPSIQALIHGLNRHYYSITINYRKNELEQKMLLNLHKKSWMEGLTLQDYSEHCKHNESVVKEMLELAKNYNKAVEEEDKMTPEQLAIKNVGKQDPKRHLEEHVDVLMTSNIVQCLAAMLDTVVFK
* = called active by the depositor; i = inactive; · = not tested or not shown; + = active, no number.

SMILES	E coli Lon inh	bovine MsrA act	MLLE-PAM2 inh	CSN deneddyl inh	MsrA inhibitor	Rin1-Abl PPI inh	FAS-TE inh	MT1-MMP act inh	Rpn11 inh
CNC(=O)CSc1nnnn1CCCOC	-4	-3	2	4	-1.6	1	-5	-3	i
COc1ccc2c(C#CCCO)c(-c3ccc(S(C)(=O)=O)cc3)sc2c1	1	-15	6	1	-0.4	2	0	15	i
CCOc1ccccc1NC(=O)c1cccnc1	5	0	-2	5	1.1	1	-2	0	i
O=C(c1ccco1)N1CCN(C(c2ccccn2)c2nnnn2C2CCCC2)CC1 (centres undefined)	0	1	27	0	-0.9	-3	-5	2	i
Cc1ccc(NC(=O)COC(=O)Cc2csc(-c3cccc(F)c3)n2)cc1C	-1	-4	-1	-2	0.3	1	27	1	i
Cc1cc(NS(=O)(=O)c2ccc(NC(=O)CCCOc3ccc(Cl)cc3)cc2)no1	-1	0	3	-3	-0.8	-2	-6	0	i
CC1CCN(CC(=O)c2c[nH]c3ccccc23)CC1	-2	-11	-41	1	-0.3	1	-19	3	i
Cc1onc(-c2c(Cl)cccc2Cl)c1C(=O)NCc1ccccn1	-6	-4	-7	-6	1.4	-2	-7	0	i
C/C(=C\C(=O)c1c(O)cc(C)oc1=O)N(C)C	3	-4	5	-4	1.4	0	-4	0	i
Cn1ncc2c(NNC(=O)c3ccccc3Cl)ncnc21	0	-2	-7	-4	-0.8	0	-9	4	i
CCOC(=O)C1=C(C)OC(N)=C(C#N)C1c1cc(OC)c2c(c1)OCO2 (centres undefined)	-7	-4	5	1	0.1	1	3	-4	i
O=S(=O)(c1cccc(F)c1)N1CCN(c2nc(-c3cccnc3)nc3ccccc23)CC1	-2	-3	-2	-3	-0.3	2	35	-4	i

The closing 4 compounds of the section before are carried over, then new ones follow:
SMILES	E coli Lon inh	bovine MsrA act	MLLE-PAM2 inh	CSN deneddyl inh	MsrA inhibitor	Rin1-Abl PPI inh	FAS-TE inh	MT1-MMP act inh	Rpn11 inh
C/C(=C\C(=O)c1c(O)cc(C)oc1=O)N(C)C	3	-4	5	-4	1.4	0	-4	0	i
Cn1ncc2c(NNC(=O)c3ccccc3Cl)ncnc21	0	-2	-7	-4	-0.8	0	-9	4	i
CCOC(=O)C1=C(C)OC(N)=C(C#N)C1c1cc(OC)c2c(c1)OCO2 (centres undefined)	-7	-4	5	1	0.1	1	3	-4	i
O=S(=O)(c1cccc(F)c1)N1CCN(c2nc(-c3cccnc3)nc3ccccc23)CC1	-2	-3	-2	-3	-0.3	2	35	-4	i
Cc1cc(=O)oc2cc(OC(C)C(=O)NCC3CCCO3)ccc12 (centres undefined)	-3	-7	-2	-2	1.6	-6	-5	0	i
COc1ccccc1CN(C)C(C)C(=O)Nc1cccc(C(C)=O)c1 (centres undefined)	1	-7	-8	-1	0.3	0	1	-1	i
C#CCSc1n[nH]c(-c2ccco2)n1	-10	-4	8	-3	-0.7	0	-8	6	i
Nc1nnc(SCC(=O)NNC(=O)c2ccccc2F)s1	-11	-1	-2	-7	0.4	1	-5	1	i
COc1ccc(CN=C2Nc3ccccc3CS2)cc1	-9	-12	-88	-5	1.6	-4	8	6	i
O=C(NCCc1ccc(Cl)cc1)c1ccc2nccnc2c1	-6	0	-11	-1	0.6	-2	1	-5	i
CCOC(=O)COc1ccc(S(=O)(=O)NCc2cccnc2)cc1	-11	-2	4	-2	1.8	4	-10	4	i
Cc1ccc2cccc(S(=O)(=O)n3nc(C)cc3C)c2n1	4	-3	6	-3	2.0	3	-4	-3	i
CC(=O)NCCc1ccc(S(=O)(=O)N2CCN(c3nc(-c4ccccc4)c(C)s3)CC2)cc1	-7	1	10	-3	-0.8	3	24	0	i
COc1ccc(Cl)cc1NC(=O)CSc1nnc(Cn2c(=O)sc3ccccc32)n1C	4	-2	-13	3	0.1	-6	2	2	i
CCN(c1ccccc1)S(=O)(=O)c1ccc(OC)c(NC(=O)c2ccco2)c1	-5	-1	-3	3	-0.8	-5	4	3	i
Cc1ccc(-c2nc(CS(=O)(=O)CC(=O)Nc3cc(F)ccc3F)c(C)o2)cc1	-1	-3	-3	4	-0.3	0	15	-2	i
Cn1ncc2c(=O)[nH]nnc21	-3	-2	5	-5	-0.3	-3	-6	2	i
O=C(O)CN1C(=O)COc2cc(S(=O)(=O)N3CCCC3)ccc21	-4	2	-15	4	0.3	-2	-5	1	i
Cc1ccc(NC(=O)Cn2cnc3c(=O)n(C)c(=O)n(C)c32)c(C)c1	-2	-3	-1	-6	-0.7	-3	-5	-2	i
COc1ccc(NC(=O)C2CCOC2=O)cc1 (centres undefined)	-2	0	-11	0	-0.1	-2	2	-1	i
O=C(Nc1cccc(O)c1)c1ccc(Br)cc1	-5	-2	-1	0	-0.1	3	-4	3	i
O=C1NC(Cc2ccccc2)C(=O)N1Cc1ccccc1 (centres undefined)	-16	-7	-9	-1	-0.9	3	-8	0	i
Cc1ccc(S(=O)(=O)NCC(=O)NC2CCCCCC2)cc1	7	-1	7	-3	·	-1	-4	-3	i
Cc1nn(-c2ccc([N+](=O)[O-])cc2)c2c1C(c1ccc(OC(F)F)cc1)N1C(=N2)C(=O)Nc2ccccc21 (centres undefined)	1	-2	0	0	-0.4	5	86*	-28	i
Cc1ccc(-n2nc3c(c2NC(=O)c2ccc4c(c2)OCO4)CS(=O)(=O)C3)cc1C	-8	-6	4	4	-0.1	3	1	1	i
CC(=O)Nc1ccc(-c2csc(NCc3ccccc3)n2)cc1	2	-2	18	2	-0.2	-2	5	1	i
Cc1ccc(NC(=O)Cc2nn(C)c(=O)c3ccccc23)cc1F	-8	-1	2	-4	1.6	-1	1	-2	i
CCc1ccc(/C=C2\SC(=S)N(CCC(=O)N3CCN(C)CC3)C2=O)cc1	-2	-14	-24	5	0.0	5	-11	0	+
CC(C)NC(=O)C1CCN(C2CCN(C(=O)C3=CCCC3)CC2)CC1	-13	-2	11	4	0.1	-6	-10	-11	i
COC(c1ccccc1)c1nnc(CCC(=O)N2CCCCCCC2)o1 (centres undefined)	-4	-2	6	-2	-1.1	1	-1	-14	i
Cn1c(Cn2c(=O)sc3ccccc32)nnc1SCC(=O)N1CCN(c2ccccc2)CC1	-3	-1	-8	-2	0.1	2	2	4	i
CN(C)/C=C(\c1cnc(Cl)s1)S(=O)(=O)c1ccccc1	1	-3	3	11	0.2	2	-6	-2	i
CC(C)[C@H](CN1CCC[C@H]1CN1C(N)=NC[C@H]1C(C)C)N1C[C@@H](Cc2ccccc2)N(CCCC2CCCC2)C1=N	-1	0	13	-2	·	0	-27	0	i
OCC(O)C(O)C(O)C(O)C1NCCS1 (centres undefined)	1	-3	30	-3	1.1	0	-10	-2	i
Cc1ccccc1NCc1ccc(O)c2ncccc12	1	-1	33	-1	1.6	-3	-3	-21	i
CS(=O)(=O)c1ccc(C(=O)OCC(=O)Nc2cccnc2Cl)cc1[N+](=O)[O-]	-9	1	-4	3	·	-4	-2	2	i
CC(C)CNC(=S)N(CCO)Cc1cc2cc3c(cc2[nH]c1=O)OCO3	-6	-1	10	-5	3.2	-2	-2	-1	i
COc1ccc(Cl)cc1S(=O)(=O)n1cnc2ccccc21	4	0	3	-7	-0.4	0	-4	-2	i
COCCN(CCOC)S(=O)(=O)c1ccc(C(=O)Nc2nnc(COC)o2)cc1	-1	-4	6	0	1.1	-4	-6	-1	i
CN(C)S(=O)(=O)N1CCN(CC(=O)Nc2ccc(F)cc2)CC1	-5	0	-14	0	0.7	0	-2	-1	i
COc1ccc(OC)c(Nc2nc(-c3sc(NC(=O)C(C)(C)C)nc3C)cs2)c1	-1	-12	3	2	0.8	4	22	6	i
CN1CCN(NC(=S)NC2CCCCC2)CC1	-5	-3	-12	1	-1.0	0	-8	-2	i
O=C(CCC(=O)N(CC(=O)NC1CCCC1)Cc1cccs1)Nc1nccs1	2	-2	12	-6	0.0	1	-5	-1	i
CCCc1c(C(=O)N/N=C/c2cccs2)nnn1-c1nonc1N	-1	-4	7	-1	1.7	-2	2	0	i
O=C(CN1C(=O)NC2(CCCC2)C1=O)N1CCN(c2cccc(C(F)(F)F)c2)CC1	3	-2	-13	-1	0.4	3	-3	2	i
Cc1cnc(C)c(N2CCC(C(=O)NCc3cccs3)CC2)n1	-2	-2	12	0	0.7	0	2	-1	i
COCCN(C(=O)COC(=O)/C=C/c1ccco1)c1c(N)n(Cc2ccccc2)c(=O)[nH]c1=O	-8	-2	-4	0	1.7	-3	-3	-2	i
O=[N+]([O-])c1ccc(NCCCN2CCOCC2)c(Cl)c1	7	-3	-19	4	0.5	-6	-2	-4	i
C=CCNC(=O)c1cc(-c2ccncc2)nc2c(C)cc(C)cc12	-4	1	1	1	2.4	-1	-4	-7	i
COc1ccccc1NS(=O)(=O)c1cccc(NC(=O)Cc2cccs2)c1	4	-6	-10	2	0.5	0	-2	-1	i
Nc1cc(C(=O)OCC(=O)NCCNC(=O)COC(=O)c2ccc(Cl)c(N)c2)ccc1Cl	2	-3	4	6	-0.5	2	-1	-3	i
CCN(CC(=O)Nc1ccccc1C(F)(F)F)CC(=O)NC1CC1	-5	0	-14	-5	0.1	-2	-12	1	i
O=C(c1cnn(C(=O)CN2CCCC2=O)c1)c1ccccc1O	-7	-4	29	-2	1.3	-1	-2	-2	i
O=C(Nc1ccc(F)cc1F)N1CCCCCC1	-9	-6	3	0	1.9	6	-3	0	i
Cc1cc(OCC(=O)Nc2ccccc2C)no1	-4	-1	-3	-1	0.1	1	-9	-2	i
CCOc1cccc2cc(C(=O)N3CCOCC3)c(=O)oc12	1	-1	9	0	2.0	-2	-6	-1	i
Cc1ccc2c(C(=O)CNc3nncs3)c(C)[nH]c2c1	-11	-3	-22	-1	-0.4	-1	-35	-5	i
CCc1ccc(NC(=O)COC(=O)CC2CCCC2)cc1	-2	-1	8	2	-0.3	-1	12	-1	i
Cc1onc(-c2c(Cl)cccc2Cl)c1C(=O)NC(C)(C)CO	0	-7	6	1	0.2	-1	-9	3	i
Cc1ccc(S(=O)(=O)c2nc(NC3CCS(=O)(=O)C3)sc2Cl)cc1 (centres undefined)	-9	-4	8	4	-0.8	0	2	4	i
O=C1CNC(=S)N1c1nc2ccccc2s1	7	-2	3	0	3.9	-1	-6	-1	i
Cc1cc(C)n2cc(CSCc3ccco3)nc2n1	-3	-1	24	5	1.7	-2	-3	-1	i
CC(O)CN(CC(C)O)c1ccc2c(c1)Cc1cc([N+](=O)[O-])ccc1-2 (centres undefined)	-346	0	-125	58*	1.1	-12	-48	-31	·
Cc1ccc(C(=O)Nc2ccc3c(c2)C(=O)N(C)C3=O)c(C)c1	6	-1	-5	0	3.0	-1	1	5	i
CCOC(=O)C1CCN(C(=O)c2cc3cc(C)ccc3[nH]2)CC1	0	-2	13	5	0.1	3	2	0	i
